RAM inhibit: blocks the yeast RAM network; S. cerevisiae dse1pr::URA3 reporter, 5-FOA growth OD615, 2 d; analog-sensitive cbk1-as2 kinase mutant strain; inhibition, % at 50 µM; 190,000 tested, 1.8% active; AID 868;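 active = inhibition above a set limit, 3 SD over mean compound inhibition, cut at about 8.4% in these data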;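 also: 0% = DMSO-only wells with no growth and 100% = 10 µM 1-NA-PP1 full growth; inhibition rescues growth on 5-FOA so higher OD means more RAM inhibition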
STAT1 act: activators of IFN-gamma induced STAT1 signaling; activation (% of control), % at 5.5 µM; 200,000 tested, 2.6% active; NIH 3T3 STAT1-luciferase reporter, luminescence; 100% = IFN-gamma alone, no compound;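 active = activation above the screen-wide mean activation plus 3 SD, cut at about 130% in these data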;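 also: raw ratio to IFN-gamma control signal so 100% means no change and 0% no light; values of inactives mirror those of a sister screen read the other way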
FLuc inh counter: inhibits firefly luciferase, flagging false hits in luciferase inhibition screens. P08659. ATPLite firefly luciferase biochemical luminescence, 10 min. inhibition, % at 10 µM. 200,000 tested, 1.5% active. AID 1006;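 active = inhibition above about 50% when tested at 10 µM, limit read from the data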
Target sequence (P08659 whole entry, looked up): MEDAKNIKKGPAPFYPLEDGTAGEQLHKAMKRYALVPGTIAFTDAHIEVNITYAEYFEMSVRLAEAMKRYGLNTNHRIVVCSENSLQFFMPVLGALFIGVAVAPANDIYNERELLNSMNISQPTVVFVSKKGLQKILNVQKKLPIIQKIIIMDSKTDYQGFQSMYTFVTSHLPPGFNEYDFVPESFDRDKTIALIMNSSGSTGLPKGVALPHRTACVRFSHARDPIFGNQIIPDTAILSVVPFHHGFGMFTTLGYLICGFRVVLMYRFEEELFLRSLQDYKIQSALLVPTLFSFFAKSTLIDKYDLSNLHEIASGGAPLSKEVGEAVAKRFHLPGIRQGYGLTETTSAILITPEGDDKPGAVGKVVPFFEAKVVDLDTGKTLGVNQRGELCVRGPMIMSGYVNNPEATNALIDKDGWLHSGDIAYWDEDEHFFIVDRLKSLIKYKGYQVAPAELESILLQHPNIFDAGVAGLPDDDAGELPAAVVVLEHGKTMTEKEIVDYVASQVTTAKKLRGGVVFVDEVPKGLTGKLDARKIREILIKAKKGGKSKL
STAT3 blocker: inhibitors of IL-6 induced STAT3 signaling | U3A cells, IL-6 STAT3-luciferase reporter, luminescence; host cell line lacks STAT1 | inhibition, % at 5.5 µM | 190,000 tested, 0.89% active;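 active = inhibition above the mean inhibition across all screened compounds plus 3 SD, cut at about 44% in these data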;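 also: 0% = DMSO only wells and 100% = 100 µM nifuroxazide control wells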
APP 5'UTR act: APP 5'UTR luciferase reporter activation; SH-SY5Y APP 5'UTR luciferase reporter, luminescence; zero percent = DMSO vehicle wells; activation, % at 2 µM; 190,000 tested, 1% active; AID 1276;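 active = activation above a set limit, based on mean plus 3 SD of controls, cut at about 140% in these data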; also: values of inactives mirror those of a sister screen read the other way
NF-kB expr up: compounds increasing NF-kB expression in human neuronal cells. 190,000 tested, 1.6% active. AID 1239. fold change at 12.5 µM. NF-kB reporter expression; stronger effect = higher value; in the data active = fold change above about 3.3
STAT3 activator: activators of IL-6 induced STAT3 signaling. 190,000 tested, 0.91% active. U3A cells, IL-6 STAT3-luciferase reporter, luminescence; 100% = signal with IL-6 EC80 alone. AID 871. activation (% of control), % at 5.6 µM;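 active = activation above the screen-wide mean of compound activation plus 3 SD, cut at about 130% in these data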;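 also: 0% = background luminescence of wells with medium and substrate only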
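System – human U3A cells carrying STAT3-luciferase construct · Probe or stimulus – Interleukin-6, 33 ng/mL · Schedule – compound 1 h, then IL-6 6 h at 37 °C · Signal – luminescence from STAT3-driven luciferase reporter · Evaluation – percent of IL-6-only median luminescence · Benchmarks – IL-6-only high control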
STAT1 blocker: inhibitors of IFN-gamma induced STAT1 signaling | NIH 3T3 STAT1-luciferase reporter, luminescence | inhibition, % at 5.5 µM | 200,000 tested, 0.35% active;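 active = inhibition above a set limit, the mean inhibition across all tested compounds plus 3 SD, cut at about 34% in these data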;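 also: 0% = IFN-gamma with DMSO and 100% = IFN-gamma with 300 µM nifuroxazide; values of inactives mirror those of a sister screen read the other way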
APP transl inh: APP translation inhibition; SH-SY5Y APP 5'UTR-luciferase reporter, luminescence; inhibition, % at 2 µM; AID 1285; 190,000 tested, 0.82% active;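 active = inhibition above a set limit, derived from the sample mean plus 3 SD, cut at about 45% in these data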; also: values of inactives mirror those of a sister screen read the other way
Hsp70 act: Hsp70 transcriptional activation, primary screen. 200,000 tested, 0.04% active. activation, % at 10 µM. AID 1203. HeLa Hsp70 promoter luciferase reporter, luminescence; scaled: vehicle 0, proteasome-inhibitor control 100%;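 active = activation above the mean across all tested compounds plus 3 SD, cutoff set per campaign, cut at about 5.5% in these data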;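 also: 100% = MG132 at 30 µM as the positive control and 0% = DMSO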
* marks the source's active call; other numbers are inactive results; . = not tested or not shown. No enrichment for hits; any-hit rate near 7.7%.

SMILES	RAM inhibit	STAT1 act	FLuc inh counter	STAT3 blocker	APP 5'UTR act	NF-kB expr up	STAT3 activator	STAT1 blocker	APP transl inh	Hsp70 act
CCC(Sc1nc(C)cc(=O)[nH]1)C(=O)Nc1ccc(Cl)cn1 (stereo not drawn)	0.1	102	-4	9	-1	1	100	-2	1	-0.1
CCCCCC(/C=N/Nc1ccc(S(=O)(=O)N2CCOCC2)cc1[N+](=O)[O-])=C\c1ccccc1	6.4	93	-1	10	3	1.4	92	7	-3	-0.2
CCOC(=O)N1CCC(NC(=O)c2cn(-c3ccc(OC)cc3)c(=O)c3ccccc23)CC1	0.6	94	-7	-10	-1	0.85	114	7	1	0.3
C/C(=N\NC(=O)c1ccc(CN2CCOCC2)cc1)c1ccc(NC(=O)c2ccccc2)cc1	3.3	131*	6	10	74	1.5	96	-37	-74	0.0
NC1=NC(=O)C2(COC(c3cccc([N+](=O)[O-])c3)OC2)S1 (stereo not drawn)	0.7	93	-7	14	13	0.98	91	7	-13	-0.2
Cc1c(O)ccoc1=O	4.5	99	-7	.	1	1.6	.	0	-1	0.0
Cc1ccc(OCC(=O)NCCN2CCCC2)cc1	-1.1	97	-5	4	5	1.4	96	3	-5	-0.1
CCOc1ccc(C(=O)NCC(=O)OCC(=O)N2CCCCC2)cc1	0.3	107	0	-7	2	1.1	104	-8	-2	-0.5
c1coc(Cn2c(SCc3nc4ccccc4[nH]3)nnc2-c2cnccn2)c1	2.3	89	-4	-10	6	0.71	111	12	-6	-0.3
COc1ccc(OC)c(NC(=S)NCc2ccccc2OC)c1	0.5	105	-7	-3	5	1.2	102	-5	-5	-0.3
Cc1oc2nc(SCCCC(=O)NCCO)nc(N)c2c1C	1.0	102	6	3	-2	1.2	99	-2	2	0.1
Cc1csc2nc(CSc3nc4ccccc4o3)cn12	0.3	120	9	10	72	2	94	-21	-72	-0.3
CCN(CC)S(=O)(=O)c1cc(C)ccc1SC	1.4	101	0	-5	0	1.1	102	1	0	-0.2
CCC1(c2ccccc2)NC(=O)N(CC#N)C1=O (stereo not drawn)	-0.6	97	2	-5	-3	0.98	108	0	2	0.1
CSc1nc(N)nc(SCC(=O)c2ccc(C)cc2)c1C#N	5.6	112	-2	29	44	1	80	-13	-44	-0.1
COc1ccc(CCNC(=O)Cc2ccc3c(c2)OCO3)cc1OC	1.6	97	-4	9	19	0.96	94	4	-19	-0.3
C=CCSC1=C(C#N)C(c2cccc(OC)c2)CC(=O)N1 (stereo not drawn)	-0.1	97	-2	-4	7	1.3	106	4	-7	-0.4
O=C(OCc1ccc([N+](=O)[O-])cc1)c1ccc(N2CCCC2)c([N+](=O)[O-])c1	6.7	103	-4	8	-7	1	98	-4	7	-0.4
O=S(=O)(Cc1ccccc1)N1CCN(C2Cc3ccccc3C2)CC1	0.5	105	0	-2	-2	1.1	103	-3	2	-0.5
O=C(Nc1ccc(NC(=O)c2cc([N+](=O)[O-])ccc2N2CCOCC2)cc1)c1cccs1	2.4	103	1	6	4	0.4	101	-5	-4	-0.1
CC(C)(C)OC(=O)NNC(=O)C12CC3CC(CC(C3)C1)C2	2.4	99	-3	13	-16	1	93	3	16	-0.3
Cc1ccc2nc(-c3ccccn3)cc(C(=O)N3CCN(c4ncccn4)CC3)c2c1	7.2	108	9	0	-1	0.59	103	-8	1	0.2
O=C(NCc1ccccc1)c1ccc(CN(c2ccccn2)S(=O)(=O)c2ccccc2)cc1	5.5	106	-6	-3	16	0.93	107	-6	-16	-0.3
COc1ccc(CNC(=O)C(c2ccc(C)cc2)N(Cc2cccs2)C(=O)c2ccc3c(c2)OCCO3)cc1 (stereo not drawn)	8.7*	65	-7	11	-19	0.26	96	38*	19	-0.4
Cc1cc(NC(=O)CCC(=O)N(CC(=O)NC2CCCC2)c2ccc3c(c2)OCCO3)no1	3.6	110	-4	3	-5	1.1	102	-11	5	-0.1
Cc1cc(C)nc(SCc2csc(N)n2)n1	1.4	103	0	0	5	1	103	-4	-5	-0.1
CC(=O)Nc1nc(C2COc3ccccc3O2)cs1 (stereo not drawn)	-0.1	145*	13	22	168*	5*	89	-50	-168	-0.3
CCOc1ccc(/C=N/OCC(=O)NC(c2ccccc2)c2ccccc2)cc1	10*	91	-2	16	-10	0.82	86	10	10	-0.3
CCn1ccnc1CN1CCc2c([nH]c3ccccc23)C1CC(C)C (stereo not drawn)	1.8	96	1	-23	9	0.64	122	2	-9	-0.4
CCN(CC)CCNC(=O)c1ccc(Sc2ccc(C)cc2)c(NC(C)=O)c1	0.2	104	7	11	5	1.1	95	-3	-5	0.0
COc1cc(-c2nc3cnccn3c2Nc2ccc(C(C)C)cc2)ccc1O	4.7	96	-6	9	72	1.1	93	5	-72	0.0
CCCCOc1ccc2ccccc2c1C=O	-0.1	100	9	17	16	1.5	87	0	-16	-0.2
CN(C)C(=O)c1cc2cc([N+](=O)[O-])ccc2s1	-0.3	102	-8	2	-9	0.97	104	-2	9	-0.1
O=C1CC(C(=O)NCc2ccccc2)N=C(N2CCCCC2)N1 (stereo not drawn)	-0.3	103	-4	-1	-6	1.3	103	-4	6	-0.1
Cc1ccc(C)c(N2CCN(S(=O)(=O)c3ccc4c(c3)oc(=O)n4C)CC2)c1	3.2	102	-12	17	-5	0.94	92	-2	5	-0.4
CC(C)n1c(N2CCN(C(=O)c3cccs3)CC2)nc2ccccc21	1.1	98	-7	-2	18	0.85	102	2	-18	-0.5
CC(=O)Nc1cccc(-c2nnc(SCc3ccccc3C#N)n2C)c1	-0.6	99	-5	3	1	1.1	100	1	-1	0.2
CCCOC(=O)c1ccc(NC(=O)C(=O)NCC2CCCO2)cc1 (stereo not drawn)	2.7	102	6	-2	6	1.2	102	-2	-6	-0.2
O=C1c2ccccc2C(=O)N1CCn1nc(Cl)nc1Cl	0.5	104	0	8	-4	1.6	98	-4	4	-0.1
CCCCn1nnc(NC(=O)c2ccc(-c3ccccc3)cc2)n1	2.3	100	-4	7	19	1.3	99	0	-19	0.1
NS(=O)(=O)c1ccc(NC(=O)C2(c3ccccc3)CCCC2)cc1	-1.0	104	-5	12	-9	1.2	95	-7	9	0.1
Cc1cc(/C=C(\C#N)C(=O)Nc2ccccc2)c(C)n1-c1ccc2c(c1)OCO2	1.0	106	1	31	14	1.1	79	-3	-14	-0.2
CC(C(=O)NCC1(c2ccccc2)CCOCC1)N1CCOCC1 (stereo not drawn)	-0.3	105	-1	0	1	1.1	105	-5	-1	-0.4
O=C(N/N=C\C=C\c1ccc2c(c1)OCO2)c1cccnc1	0.4	112	25	2	4	1.1	101	-14	-4	0.0
C/C(=N\NC(=O)Cc1ccc(Cl)cc1)c1ccccn1	2.4	100	-2	36	-59	0.16	72	0	59*	-0.4
COc1ccc(N(C(=O)C2COc3ccccc3O2)C(C(=O)NC2CCCCC2)c2ccccc2)cc1OC (stereo not drawn)	4.4	111	-20	-8	-10	0.44	106	-12	10	-0.2
COC(=O)c1sccc1NC(=O)Nc1cccc(C(C)=O)c1	1.7	121	15	4	-11	0.88	108	-24	11	0.3
Cc1ccc(C2=C/C(=C/c3cccnc3)C(=O)O2)c(C)c1	0.0	105	23	-2	20	1.2	104	-6	-20	-0.3

Exported with values under each structure: entries from further up.
Every second line gives: RAM inhibit | STAT1 act | FLuc inh counter | STAT3 blocker | APP 5'UTR act | NF-kB expr up | STAT3 activator | STAT1 blocker | APP transl inh | Hsp70 act
- CC(=O)Nc1cccc(-c2nnc(SCc3ccccc3C#N)n2C)c1
→ -0.6 | 99 | -5 | 3 | 1 | 1.1 | 100 | 1 | -1 | 0.2
- CCCOC(=O)c1ccc(NC(=O)C(=O)NCC2CCCO2)cc1 (stereo not drawn)
→ 2.7 | 102 | 6 | -2 | 6 | 1.2 | 102 | -2 | -6 | -0.2
- O=C1c2ccccc2C(=O)N1CCn1nc(Cl)nc1Cl
→ 0.5 | 104 | 0 | 8 | -4 | 1.6 | 98 | -4 | 4 | -0.1
- CCCCn1nnc(NC(=O)c2ccc(-c3ccccc3)cc2)n1
→ 2.3 | 100 | -4 | 7 | 19 | 1.3 | 99 | 0 | -19 | 0.1
- NS(=O)(=O)c1ccc(NC(=O)C2(c3ccccc3)CCCC2)cc1
→ -1.0 | 104 | -5 | 12 | -9 | 1.2 | 95 | -7 | 9 | 0.1
- Cc1cc(/C=C(\C#N)C(=O)Nc2ccccc2)c(C)n1-c1ccc2c(c1)OCO2
→ 1.0 | 106 | 1 | 31 | 14 | 1.1 | 79 | -3 | -14 | -0.2
- CC(C(=O)NCC1(c2ccccc2)CCOCC1)N1CCOCC1 (stereo not drawn)
→ -0.3 | 105 | -1 | 0 | 1 | 1.1 | 105 | -5 | -1 | -0.4
- O=C(N/N=C\C=C\c1ccc2c(c1)OCO2)c1cccnc1
→ 0.4 | 112 | 25 | 2 | 4 | 1.1 | 101 | -14 | -4 | 0.0
- C/C(=N\NC(=O)Cc1ccc(Cl)cc1)c1ccccn1
→ 2.4 | 100 | -2 | 36 | -59 | 0.16 | 72 | 0 | 59* | -0.4
- COc1ccc(N(C(=O)C2COc3ccccc3O2)C(C(=O)NC2CCCCC2)c2ccccc2)cc1OC (stereo not drawn)
→ 4.4 | 111 | -20 | -8 | -10 | 0.44 | 106 | -12 | 10 | -0.2
- COC(=O)c1sccc1NC(=O)Nc1cccc(C(C)=O)c1
→ 1.7 | 121 | 15 | 4 | -11 | 0.88 | 108 | -24 | 11 | 0.3
- Cc1ccc(C2=C/C(=C/c3cccnc3)C(=O)O2)c(C)c1
→ 0.0 | 105 | 23 | -2 | 20 | 1.2 | 104 | -6 | -20 | -0.3

Next part.
SMILES	RAM inhibit	STAT1 act	FLuc inh counter	STAT3 blocker	APP 5'UTR act	NF-kB expr up	STAT3 activator	STAT1 blocker	APP transl inh	Hsp70 act
CCC(=O)N1CCc2cc(S(=O)(=O)CCC(=O)Nc3ccc(CC)cc3)ccc21	3.4	98	-4	7	6	0.89	98	2	-6	0.1
COc1ccc(CCCc2nnc(SCC(=O)N/N=C\c3ccc(O)c(OC)c3)o2)cc1C	1.7	103	-1	13	1	0.47	93	-4	-1	-0.2
CC(C)(C)C1CCC(OCC(O)CN2CCN(c3ccccc3)CC2)CC1 (stereo not drawn)	1.3	96	-5	0	-7	1.2	101	5	7	0.1
Cc1nc2scc(-c3ccc(Cl)cc3)c2c(=O)n1N	0.2	106	-7	20	7	1	85	-8	-7	-0.1
Cc1cc(C)cc(C(=O)NC(=S)Nc2ccc3c(c2)OCCO3)c1	2.4	110	21	8	98	2.5	92	-11	-98	-0.2
COc1ccc(OC)c(C(=O)/C=C/c2ccccc2C(F)(F)F)c1	1.6	82	-1	7	8	1.5	98	20	-8	-0.1
CC1Cc2ccccc2N1C(=O)Cn1cnc2ccccc21 (stereo not drawn)	0.5	81	-5	24	3	1.2	85	21	-3	-0.3
COc1nc(N(C)C)nc(N2CC(=O)N(CCNS(=O)(=O)c3ccc(C)cc3)C2=N)n1	-0.3	100	4	-9	-2	1.4	105	0	2	-0.3
C=CCn1c(SCc2nc3sc4c(c3c(=O)[nH]2)CCCC4)nc2ccccc2c1=O	6.5	106	-3	0	6	1.1	103	-7	-6	-0.1
COc1ccccc1C/C(N)=N/OC(=O)COc1cccc2ccccc12	1.2	94	-1	5	-13	1.3	100	7	13	0.1

Bioassay records deposited in PubChem BioAssay by several laboratories.
